MOR-DOR ag – agonists of human mu-delta opioid receptor heterodimerization | P35372+P41143 | cells, OPRM1-OPRD1 heterodimerization, luminescence | activation, % at 9.3 µM | 340,000 compounds, 0.3% hits | AID 504326; in the data active = activation above about 18%;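 note: 0% = vehicle-treated cells and 100% = reference agonist; values of inactives mirror those of a sister screen read the other way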
RTF Ca sens act – increases calcium sensitivity of human cardiac regulated thin filaments | P19429+P45379 | IANBD-labeled TnC RTF fluorescence at EC20 calcium; 0% EC20 calcium, 100% full calcium | activation, % at 7.2 µM | 340,000 compounds, 0.24% hits | AID 493008;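 active = activation above the mean over all tested compounds plus 3 SD, cut at about 30% in these data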;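 note: rise in fluorescence read as greater calcium sensitivity of cardiac thin filaments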
LANA DNA inh – KSHV C-LANA DNA binding inhibition; MBP-C-LANA/FAM-LBS DNA binding, fluorescence polarization; inhibition, % at 9 µM; 340,000 compounds, 0.078% hits; AID 504423;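 active = highest replicate inhibition at or above 60% at 9 µM, even if other replicates fall short; inactive = all replicates below 60% inhibition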;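 note: 0% = neutral control wells and 100% = 4 µM acridine orange control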
HTR5A ag – counter-screen for OPRM1-OPRD1 agonists: human HTR5A agonism | P47898 | HTR5A agonist assay, luminescence, cell-based | activation, % at 9.3 µM | 340,000 compounds, 0.61% hits | AID 504692; in the data active = activation mostly above about 9.5%, no sharp cut-off; inactive = mostly below about 7.6%;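 note: 0% = cells with vehicle only and 100% = reference agonist; strong numbers were not always called active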
Target sequence (P47898 whole entry, looked up): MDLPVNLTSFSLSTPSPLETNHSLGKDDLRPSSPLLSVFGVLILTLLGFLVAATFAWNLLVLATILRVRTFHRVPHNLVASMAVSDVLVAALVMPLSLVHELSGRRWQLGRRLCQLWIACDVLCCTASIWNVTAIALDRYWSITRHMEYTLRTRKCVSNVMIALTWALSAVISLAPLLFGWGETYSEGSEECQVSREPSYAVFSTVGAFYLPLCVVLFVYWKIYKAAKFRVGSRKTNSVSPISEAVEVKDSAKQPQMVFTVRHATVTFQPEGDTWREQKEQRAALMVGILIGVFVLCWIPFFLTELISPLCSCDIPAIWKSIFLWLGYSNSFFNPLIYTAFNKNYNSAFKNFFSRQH
Keap1 Nrf2 FP – inhibitors of human Keap1-Nrf2 protein-protein interaction. Q14145. Keap1 Kelch-Nrf2 peptide fluorescence polarization, 1536-well. inhibition, % at 9.4 µM. 340,000 compounds, 0.15% hits. AID 504523; in the data active = inhibition above about 12%;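 note: human Keap1 Kelch domain with fluorescein labeled Nrf2 9mer peptide probe; 0% = neutral control wells and 100% = peptide positive control; higher means more block of Keap1 binding to Nrf2 peptide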
Target sequence (Q14145 whole entry, looked up, the tested form may be a part): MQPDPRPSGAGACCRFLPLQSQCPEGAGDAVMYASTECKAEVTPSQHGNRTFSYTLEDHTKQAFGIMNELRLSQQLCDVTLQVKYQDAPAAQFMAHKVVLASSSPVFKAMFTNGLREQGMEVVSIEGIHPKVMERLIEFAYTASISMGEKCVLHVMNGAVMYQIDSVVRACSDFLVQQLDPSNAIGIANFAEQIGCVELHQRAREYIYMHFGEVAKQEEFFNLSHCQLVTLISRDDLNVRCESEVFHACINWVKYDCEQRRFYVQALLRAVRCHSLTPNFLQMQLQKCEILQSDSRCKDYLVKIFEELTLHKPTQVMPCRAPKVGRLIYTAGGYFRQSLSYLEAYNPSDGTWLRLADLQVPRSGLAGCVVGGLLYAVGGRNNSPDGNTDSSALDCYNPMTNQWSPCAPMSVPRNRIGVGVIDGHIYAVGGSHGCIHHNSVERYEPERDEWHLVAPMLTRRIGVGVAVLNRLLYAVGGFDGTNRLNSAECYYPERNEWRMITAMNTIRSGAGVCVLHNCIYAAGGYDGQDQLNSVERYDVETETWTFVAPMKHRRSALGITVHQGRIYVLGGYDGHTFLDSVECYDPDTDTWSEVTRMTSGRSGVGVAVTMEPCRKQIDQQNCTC
V-ATPase pHluor – regulators of yeast V-ATPase proton transport | 350,000 compounds, 0.37% hits | AID 504577 | response, % at 10 µM | S. cerevisiae, pHLuorin cytosolic pH fluorescence; in the data active = response mostly above about 7.3%, no sharp cut-off; inactive = mostly below about 5.4%; note: actives read high; inactives centre near 0; some compounds called inactive have numbers as strong as hits; reference of the scale not given here
CAL PDZ FP – blocks peptide binding to the human CAL PDZ domain. Q9HD26. inhibition, % at 24.9 µM. AID 602252. 300,000 compounds, 0.92% hits. purified CAL PDZ, TMR-peptide fluorescence polarization, 1 h;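 active = mean inhibition of at least 30% with at least half of replicates also reaching 30%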;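 note: 0% = DMSO neutral control and 100% = excess unlabeled competitor peptide PRC23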
HTR5A inv ag – inverse agonist of human HTR5A in OPRM1-OPRD1 counter-screen. 340,000 compounds, 0.083% hits. AID 504634. HTR5A cell line, luminescence, inverse agonism. inhibition, % at 9.3 µM; in the data active = inhibition mostly above about 23%, no sharp cut-off; inactive = mostly below about 18%;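 note: 0% = cells with DMSO and 100% = no-cell wells with DMSO; some compounds called inactive have numbers as strong as hits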
OPRM1-OPRD1 inv – mu-delta opioid heterodimer inverse agonism | P35372+P41143 | cell-based MOR-DOR heterodimer luminescence | inhibition, % at 9.3 µM | 340,000 compounds, 0.21% hits | AID 504357; in the data active = inhibition above about 22%, passing the limit was not always enough;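 note: 0% = cells with DMSO and 100% = wells without cells with DMSO; values of inactives mirror those of a sister screen read the other way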
RTF Ca sens inh – cardiac RTF calcium desensitization. P19429+P45379. IANBD-labeled cardiac RTF, Ca2+ fluorescence. inhibition, % at 7.15 µM. 340,000 compounds, 0.12% hits. AID 493244;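 active = inhibition above the mean inhibition of all tested compounds plus 3 SD, cut at about 17% in these data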;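 note: assay run at fixed EC70 calcium of 1.6 mM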
The depositor's hits bear a star; / = no result given.

Each structure is followed by: MOR-DOR ag | RTF Ca sens act | LANA DNA inh | HTR5A ag | Keap1 Nrf2 FP | V-ATPase pHluor | CAL PDZ FP | HTR5A inv ag | OPRM1-OPRD1 inv | RTF Ca sens inh
> COc1cc(OC)c2c(-c3cccc(-c4ccc(C#N)cc4)c3)cc(=O)oc2c1
  -3.7 | 2 | -0.9 | -1 | 3 | 5 | -2 | 2 | 18 | -6
> O=C(COC(=O)C1CCN(S(=O)(=O)c2ccc3c(c2)OCCO3)CC1)Nc1cccc2ccccc12
  -2.5 | -2 | -1.3 | 3 | -4 | -3 | -4 | -12 | 13 | -8
> Clc1cccc(N/N=C(\Cc2nc3ccccc3[nH]2)c2ccccc2)c1
  -0.2 | -20 | 0.4 | 4 | 2 | -2 | -2 | 0 | 1 | 6
> CC(C)Cn1c(/C=C/c2ccco2)nc2ccccc21
  -1.7 | 8 | 0.9 | 5 | -3 | 6 | 17 | -13 | 9 | 18*
> O=C1C(Cc2ccc(O)cc2)NC(=S)N1C1CCCCC1 (configuration not stated)
  -3.2 | 2 | -0.6 | 2 | 3 | 1 | 1 | -6 | 16 | 4
> Cc1ccc(NC(=O)c2cnccn2)cc1C
  0.4 | 0 | 2.0 | 2 | -4 | 4 | -3 | -7 | -2 | -2
> O=C(O)C1CCN(S(=O)(=O)c2cccc3nonc23)CC1
  -1.8 | 3 | 1.4 | -1 | -3 | 0 | -1 | 8 | 9 | -2
> CCOCCn1cnc2sc(C(=O)NCCCN3CCOCC3)c(C)c2c1=O
  -3.1 | 0 | 2.1 | -1 | -2 | 1 | 1 | 0 | 16 | 5
> COc1ccc(C2=NN(c3nc4ccccc4s3)C(=O)/C2=C\N(C)C)cc1
  -3.5 | -12 | 1.4 | 4 | -2 | 1 | -3 | -19 | 19 | 0
> CCCN(CC(=O)Nc1ccccc1C)C(=O)c1sc2ccccc2c1Cl
  -4.2 | -5 | 1.4 | 3 | -1 | -1 | 61* | -8 | 18 | -4
> CC(C)c1nc(=S)n(-c2ccccc2)[nH]1
  4.8 | -1 | -1.0 | 3 | -7 | 6 | -2 | 5 | -28 | 4
> CCOc1ccc(CCNC(=O)COC(=O)CCS(=O)(=O)c2ccc(C)cc2)cc1OCC
  -0.8 | 3 | -0.2 | -2 | 1 | 0 | -4 | 4 | 4 | -16
> CCOC(=O)C1=C(C)N(C)C(=O)NC1c1c(C)nn(-c2ccc(C)cc2)c1Cl (configuration not stated)
  -0.9 | -1 | -0.7 | 1 | -2 | 2 | 0 | -3 | 5 | -13
> COc1ccc(CC(=O)Nc2cccc(/C(C)=N/NC(=O)c3cccc([N+](=O)[O-])c3)c2)cc1
  -1.2 | 1 | -2.1 | 2 | 0 | -1 | -5 | -29 | 7 | -2
> O=C(NC1CCN(Cc2ccccc2)CC1)c1cncc(Br)c1
  0.8 | -4 | 0.8 | 1 | 0 | 1 | -3 | 12 | -4 | -3
> O=C(O)CCn1cc(C(=O)O)c(-c2ccccc2)n1
  -0.6 | -3 | -0.1 | -6 | 3 | -1 | 3 | -12 | 3 | -1
> c1cc(-c2cccs2)nc(-c2cccs2)c1
  -4.5 | -2 | -0.2 | 0 | 0 | -1 | -5 | 6 | 22 | -6
> O=C(O)c1cccc2c1C(=O)c1ccccc1-2
  -2.7 | -4 | -0.4 | 0 | 0 | 3 | 1 | 0 | 13 | -4
> Cn1c(=O)[nH]c(=O)c2c1nc(N1CCN(CCO)CC1)n2Cc1ccccc1
  -4.1 | -2 | 1.9 | -5 | -1 | 3 | -5 | 18 | 19 | 1
> CCOC(=O)c1c(C)[nH]c(C)c1C(=O)CSc1ncccn1
  1.0 | -2 | -0.7 | 5 | -2 | 14 | -4 | -15 | -6 | -10

5 entries out of the list, ordered by length of the SMILES, largest number first:
Each structure is followed by: MOR-DOR ag | RTF Ca sens act | LANA DNA inh | HTR5A ag | Keap1 Nrf2 FP | V-ATPase pHluor | CAL PDZ FP | HTR5A inv ag | OPRM1-OPRD1 inv | RTF Ca sens inh
> O=C(COC(=O)C1CCN(S(=O)(=O)c2ccc3c(c2)OCCO3)CC1)Nc1cccc2ccccc12
  -2.5 | -2 | -1.3 | 3 | -4 | -3 | -4 | -12 | 13 | -8
> CCOC(=O)C1=C(C)N(C)C(=O)NC1c1c(C)nn(-c2ccc(C)cc2)c1Cl (configuration not stated)
  -0.9 | -1 | -0.7 | 1 | -2 | 2 | 0 | -3 | 5 | -13
> Clc1cccc(N/N=C(\Cc2nc3ccccc3[nH]2)c2ccccc2)c1
  -0.2 | -20 | 0.4 | 4 | 2 | -2 | -2 | 0 | 1 | 6
> CCOCCn1cnc2sc(C(=O)NCCCN3CCOCC3)c(C)c2c1=O
  -3.1 | 0 | 2.1 | -1 | -2 | 1 | 1 | 0 | 16 | 5
> c1cc(-c2cccs2)nc(-c2cccs2)c1
  -4.5 | -2 | -0.2 | 0 | 0 | -1 | -5 | 6 | 22 | -6

The listing continues.
Each structure is followed by: MOR-DOR ag | RTF Ca sens act | LANA DNA inh | HTR5A ag | Keap1 Nrf2 FP | V-ATPase pHluor | CAL PDZ FP | HTR5A inv ag | OPRM1-OPRD1 inv | RTF Ca sens inh
> CN(C(=O)C1CCCN1S(=O)(=O)c1ccc(Cl)cc1)c1ccccc1 (configuration not stated)
  -1.4 | 2 | 1.7 | 0 | -5 | 2 | -4 | 0 | 6 | -4
> O=C(NC1CCCC1)C(c1ccc(F)cc1)N(C(=O)c1csnn1)c1ccccc1 (configuration not stated)
  -2.5 | 7 | 1.5 | 0 | 1 | 1 | -3 | -1 | 14 | 10
> Cn1c(-c2ccc(F)cc2)cnc1SCC(=O)N1CCCCC1
  -0.6 | 9 | 0.8 | -2 | -8 | 0 | 2 | -37 | 3 | -11
> CC(CC(=O)O)CC(=O)N1CCN(S(=O)(=O)c2cccs2)CC1 (configuration not stated)
  -2.0 | 2 | 0.7 | 4 | -4 | 4 | -1 | -8 | 11 | -9
> CCn1c(O)c(N=NC(=O)c2cccc(S(=O)(=O)N3CCCCC3)c2)c2ccccc21
  -0.1 | 2 | -0.4 | -2 | -1 | -2 | -5 | 2 | 1 | 6
> COc1cc(C(C)=O)ccc1OCC(O)CNCC1(N2CCCCC2)CCCCC1 (configuration not stated)
  -2.6 | -1 | 0.6 | -2 | -2 | 3 | -10 | 5 | 13 | 0
> Cn1ncc(Cl)c1C(=O)NC1CCCC1
  -2.3 | -8 | 1.6 | 0 | -1 | 0 | -2 | 11 | 12 | 2
> COc1ccc(NS(=O)(=O)c2cccc(C(=O)N/N=C/c3ccc(O)cc3)c2)cc1
  -2.5 | 3 | / | 0 | / | 4 | 3 | -1 | 12 | -2
> Cc1ccccc1NC(=O)Cc1nc(COC(=O)CC(C)c2ccccc2)cs1 (configuration not stated)
  8.4 | -5 | 0.7 | 4 | -7 | -3 | -25 | -10 | -56 | -12
> N#CCNc1ccc([N+](=O)[O-])cc1C#N
  -0.9 | 4 | -0.7 | -3 | -6 | -1 | -7 | -10 | 5 | -9
> O=C(O)CCC(=O)/C=C/c1ccccc1
  -1.4 | 2 | 1.4 | 9 | 4 | -2 | -3 | 6 | 7 | -9
> Cc1ccc(S(=O)(=O)N2CCCC2C(=O)Oc2ccccc2)cc1 (configuration not stated)
  -0.1 | -3 | 0.2 | -1 | 1 | 2 | 9 | 17 | 0 | -1
> Cc1ccc(S(=O)(=O)N2CCC(C(=O)OCC(=O)N(C)CC(=O)Nc3ccc(F)cc3)CC2)cc1C
  -0.2 | -2 | 0.4 | -9 | -4 | -4 | -13 | 21 | 1 | 6
> CCCN(C(=O)CSc1nnnn1C)c1c(N)n(Cc2ccccc2)c(=O)[nH]c1=O
  0.4 | 1 | -0.3 | -3 | 7 | 0 | / | 18 | -2 | -12
> CCCNC(=O)Nc1ccc(F)c(Cl)c1
  -0.9 | 0 | 0.3 | 1 | -1 | -2 | -4 | -4 | 5 | -3
> N#CCNC(=O)C1c2ccccc2Oc2ccccc21
  -3.0 | 3 | -1.3 | 0 | -4 | -1 | 0 | -1 | 16 | -1
> NC(=O)c1ccsc1NC(=O)CS(=O)(=O)c1ccc(F)cc1
  0.1 | 2 | -0.7 | 3 | 0 | -4 | -3 | -11 | 0 | -11
> Cc1ccc(-c2c[n+](CC(=O)c3cccs3)c3n2CCC3)cc1
  -1.1 | 7 | 0.8 | 5 | -8 | 3 | 1 | 0 | 5 | -2
> O=C(Nc1cccc(Cl)c1)Nc1ccccc1C(=O)NCc1ccco1
  -1.4 | 4 | -1.1 | -5 | 2 | -2 | -2 | 11 | 7 | 12
> CCOC(=O)c1c(C)[nH]c(C(=O)COC(=O)C(C)Oc2ccc(Cl)cc2Cl)c1C (configuration not stated)
  1.8 | -5 | 0.9 | 2 | 1 | -5 | 0 | -44 | -10 | 3
> CCOC(=O)c1c2n(c3ccc(O)cc13)CCC2
  -3.0 | -4 | 0.2 | 4 | -4 | -1 | / | 10 | 13 | -7
> COc1ccc(C(=O)NNC(=S)NC(=O)c2cc(-c3ccccc3)nc3ccccc23)cc1
  1.6 | 4 | -1.5 | -2 | -2 | 3 | -3 | 21 | -9 | 2
> O=C(NC(=S)Nc1cc(S(=O)(=O)N2CCOCC2)ccc1O)c1ccco1
  -2.9 | -1 | 3.9 | -4 | -7 | 1 | / | 10 | 15 | 7
> COc1ccc(NC(=O)c2cccnc2C(=O)O)c(OC)c1
  -2.5 | 5 | 1.2 | 4 | -1 | -4 | -1 | -28 | 14 | -4
> O=C(O)CN1C(=O)c2ccc(Oc3cccc4c3C(=O)N(CC(=O)O)C4=O)cc2C1=O
  -3.0 | -1 | 1.5 | 5 | 3 | 0 | -8 | -8 | 15 | 1
> CC(SCc1ccccc1)C(=O)NN=C1CCN(C)CC1 (configuration not stated)
  0.5 | 0 | 1.2 | -3 | -2 | -5 | -1 | -3 | -3 | -9
> COC(=O)[C@]1(Cc2ccccc2)N[C@H](c2ccc(-c3cccc(Cl)c3)c(OC)c2)[C@@H]2C(=O)N(C)C(=O)[C@@H]21
  -0.4 | 3 | -1.8 | 1 | -1 | 2 | -3 | -2 | 2 | -4
> Cc1cccc(NC(=O)CCCn2cc([N+](=O)[O-])cn2)n1
  -3.1 | -1 | -0.4 | -2 | 0 | 3 | 3 | -29 | 15 | -3
> C/C(=N/OC(=O)c1ccc(Br)cc1)c1ccc(C)cc1
  7.2 | -4 | -1.2 | 1 | 4 | 3 | 3 | -9 | -36 | -2
> COC(=O)c1cccc(Oc2cccc(C(F)(F)F)c2)n1
  -0.1 | -9 | 1.5 | -1 | -2 | 6 | -1 | 3 | 1 | 8
> Cc1ccc(-c2nn(-c3ccccc3)cc2NC(=O)CCl)cc1
  4.7 | 13 | 0.8 | 4 | -7 | 2 | -1 | -11 | -22 | 12
> CC(C)NC(=O)c1onc(CSc2cccc(F)c2)c1C(=O)O
  -2.0 | -2 | 0.7 | 10 | 2 | 3 | -1 | -28 | 11 | 2
> Cc1[nH]c(C)c(S(=O)(=O)NCc2ccccc2Cl)c1C(=O)N1CCCC1
  -2.0 | -2 | 1.5 | -5 | -2 | 3 | -3 | -8 | 11 | -7

Single values from the list:
CC(SCc1ccccc1)C(=O)NN=C1CCN(C)CC1 (configuration not stated) in RTF Ca sens act shows 0
CCOC(=O)c1c2n(c3ccc(O)cc13)CCC2 in Keap1 Nrf2 FP shows -4
